# Assay outcomes from PubChem BioAssay.
# Tau ThT inhib: qHTS for Inhibitors of Tau Fibril Formation, Thioflavin T Binding; recombinant tau K18 P301L, heparin-induced fibrillization, ThT fluorescence; actives 2.1% (n = 270,000); Potency, µM (doses to about 57.4 µM), for inactives: top-dose activity, negative = inhibition, hits mostly inhibitors; AID 1460, 2008; further: nearly all actives have a fitted effect of over 55% in size
# Target sequence (P10636 561-689 P618L limits assumed): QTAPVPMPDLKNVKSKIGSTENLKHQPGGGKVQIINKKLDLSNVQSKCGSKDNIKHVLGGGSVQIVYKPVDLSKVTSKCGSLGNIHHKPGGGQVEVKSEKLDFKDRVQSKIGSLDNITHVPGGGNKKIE
#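 Fibril formation assay: tau K18 P301L at 15 uM with trace Alexa 594 label, heparin inducer 20 uM, pH 7 sodium acetate buffer, 37 C for 6 hr; endpoint ThT signal.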
# L3MBTL1 inh: qHTS Assay for the Inhibitors of L3MBTL1; AlphaScreen L3MBTL1–H3K9me1 peptide binding; AID 485360, 2010; Potency, µM (highest dose often 57.1 µM), inactives show top-dose activity, negative = inhibition, usual class: inhibitors; actives 0.66% (n = 230,000); further: nearly all actives have a fitted effect of over 60% in size
# Target sequence (Q9Y468 whole entry, looked up): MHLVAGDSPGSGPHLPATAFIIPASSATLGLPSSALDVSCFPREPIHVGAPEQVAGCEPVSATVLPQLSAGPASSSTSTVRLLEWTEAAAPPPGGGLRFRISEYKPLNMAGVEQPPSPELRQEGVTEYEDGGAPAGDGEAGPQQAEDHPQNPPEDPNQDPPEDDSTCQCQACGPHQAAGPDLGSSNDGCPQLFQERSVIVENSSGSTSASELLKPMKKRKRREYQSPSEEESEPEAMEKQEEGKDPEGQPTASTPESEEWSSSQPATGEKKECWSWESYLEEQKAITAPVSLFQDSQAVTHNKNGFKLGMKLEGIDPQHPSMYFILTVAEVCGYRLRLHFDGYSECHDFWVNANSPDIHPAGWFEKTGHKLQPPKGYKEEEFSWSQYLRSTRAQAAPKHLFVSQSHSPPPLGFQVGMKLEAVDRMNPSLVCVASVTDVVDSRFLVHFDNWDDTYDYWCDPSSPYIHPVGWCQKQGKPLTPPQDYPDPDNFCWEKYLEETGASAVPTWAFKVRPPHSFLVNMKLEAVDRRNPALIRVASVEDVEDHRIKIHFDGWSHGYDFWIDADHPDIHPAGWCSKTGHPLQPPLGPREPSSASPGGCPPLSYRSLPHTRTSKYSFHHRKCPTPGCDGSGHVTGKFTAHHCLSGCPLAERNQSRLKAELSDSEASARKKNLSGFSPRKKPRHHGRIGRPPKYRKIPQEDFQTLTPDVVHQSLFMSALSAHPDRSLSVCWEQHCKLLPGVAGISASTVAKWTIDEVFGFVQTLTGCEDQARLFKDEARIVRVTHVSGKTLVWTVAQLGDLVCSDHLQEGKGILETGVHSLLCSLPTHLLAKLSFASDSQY
#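 AlphaScreen assay: L3MBTL1 (50 nM final) was preincubated 30 min at room temperature with biotinylated H3(1-15)K9me1 peptide (75 nM final), then 30 min with library compounds; streptavidin donor and nickel chelate acceptor beads (10 ug/mL final) added, 30 min dark.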
# GoLoco inh red: qHTS Assay for Inhibitors of RGS12 GoLoco Motif Activity (Red Fluorophore); actives 0.44% (n = 230,000); Guanine nucleotide-binding protein G(i) subunit alpha-1 (Homo sapiens), P63096; Gai1:RGS12 GoLoco peptide FP, rhodamine, 10 min; Potency, µM (series often up to 61.6 µM), for the others: at the highest dose activity, negative = inhibition, actives largely listed as inhibitors; active means well fitted inhibition curve with a large enough effect, not every such curve was filed as active; inactive means no such curve, though single readings can be large or run the other way; further: nearly all actives have a fitted effect of over 30% in size; many of its hits are not listed in these tables
# RECQ1 helicase: qHTS Assay for Inhibitors of RecQ-Like Dna Helicase 1 (RECQ1). ATP-dependent DNA helicase Q1 (Homo sapiens), P46063. RECQ1 DNA unwinding, red fluorescence kinetic read. Potency, µM (doses to about 57.3 µM), for inactives: at the highest dose activity, negative = inhibition, actives largely listed as inhibitors. actives 0.54% (n = 240,000). AID 2549, 2010;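 further: plate controls were vehicle for no effect and no enzyme for full effect; nearly all actives have a fitted effect of over 30% in size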
#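 RECQ1T1 50 nM; forked duplex (20 bp + 30-nt ss tails) 200 nM, ATP 2 mM final; pH 8.0, 2 mM MgCl2, 2.5 ug/ml poly(dI-dC); 15 min compound preincubation; discontinuous kinetic read over 2 h at RT.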
# TexasRed fluor: Total Fluorescence Counterscreen for Inhibitors of the Interaction of Thyroid Hormone Receptor and Steroid Receptor Coregulator 2; TRb/SRC2 Texas Red total fluorescence interference; Potency, µM (top dose mostly 106 µM), inactives show at the highest dose fluorescence change, negative = quenching; actives 0.29% (n = 280,000); AID 1479, 2009; active means well fitted curve in either direction with a large enough effect; inconclusive means small, poorly fitted or top-dose-only effect
#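 Flags fluorescent or light-absorbing compounds by total fluorescence, S + 2P, at 555 nm excitation and 632 nm emission. Mixture: 20 nM Texas Red SRC2 peptide, 0.6 uM human TRb LBD, 1 uM T3, 5% DMSO; compound exposure 5 h at ambient temperature.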
# JMJD2E inh: qHTS Assay for Inhibitors of Human Jumonji Domain Containing 2E (JMJD2E); JMJD2E catalytic domain, FDH-coupled NADH fluorescence (FDH is formaldehyde dehydrogenase); Potency, µM (doses to about 57.1 µM), inactives show at the top dose activity change, negative = inhibition, most hits filed as inhibitors; actives 1.6% (n = 230,000); AID 2147, 2009; active means well fitted inhibition curve with a large enough effect, not every such curve was filed as active; inconclusive means small, poorly fitted or top-dose-only effect, or another doubt; inactive means no such curve, though single readings can be large or run the other way;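 further: 0% = wells with enzyme and -100% = buffer wells without enzyme; nearly all actives have a fitted effect of over 50% in size; many of its hits are not listed in these tables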
# TRb-SRC2 inh: qHTS for Inhibitors of the Interaction of Thyroid Hormone Receptor and Steroid Receptor Coregulator 2; Thyroid hormone receptor beta (Homo sapiens), P10828; TRbeta-SRC2 peptide binding, fluorescence polarization; receptor liganded with 1 µM T3; Potency, µM (doses to about 106 µM), without a hit: at the highest dose activity change, negative = inhibition, most hits filed as inhibitors; actives 0.065% (n = 280,000); AID 1469, 2008;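 further: plate controls were bound peptide for no effect and peptide without receptor for full effect; nearly all actives have a fitted effect of over 50% in size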
#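 Assay buffer: 20 mM Tris-HCl, 100 mM NaCl, 10% glycerol, 1 mM EDTA, 0.01% NP-40, 1 mM DTT, 1 uM T3, 5% DMSO; TRb LBD 0.6 uM, Texas Red SRC2 20 nM; FP after 5 hr.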
# Tau FP inhib: qHTS for Inhibitors of Tau Fibril Formation, Fluorescence Polarization; Microtubule-associated protein tau (Homo sapiens), P10636; K18 P301L tau heparin fibrillization, Alexa594 FP, 6 h; Potency, µM (doses to about 57.7 µM), for inactives: at the highest dose activity, negative = inhibition, actives largely listed as inhibitors; actives 0.39% (n = 280,000); AID 1468, 2008; further: nearly all actives have a fitted effect of over 55% in size
#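 Human tau K18 […] P301L fragment, 15 uM unlabeled plus 0.24 uM Alexa 594-labeled tau (final), with compound and 20 uM heparin in 100 mM sodium acetate pH 7; 6 hr at 37 C, then Alexa 594 FP read.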
# An asterisk follows results filed as active; i = inactive; u = inconclusive; x = not tested or not shown; & = joins results of further samples; [ ] = another dose, or the depositor's remark. Unless noted, the call rests on the fitted dose curve; in most records, active means well fitted curve in the direction sought with a large enough effect; inconclusive means small, poorly fitted or top-dose-only effect, or another doubt; inactive means no such curve, though single readings can be large; an effect the other way counts as inactive or inconclusive. Unless noted, on the % scale 0 is the no-effect control and ±100 the full control effect; potency means the concentration at half of the fitted maximal effect.
SMILES,Tau ThT inhib,L3MBTL1 inh,GoLoco inh red,RECQ1 helicase,TexasRed fluor,JMJD2E inh,TRb-SRC2 inh,Tau FP inhib
CCc1ccc(C2NC(=S)NC3=C2C(=O)CC(C)(C)C3)cc1 (stereo unspecified),-12%,7%,-4%,-5%,0%,u,-3%,1%
CCCCC(=O)Nc1ccc2oc(-c3ccncc3)nc2c1,-17%,10%[11.4 µM],8%,10%,-1%,u,-2%,3%
Cn1ncc2c(NCc3ccccc3)ncnc21,2%&-6%,-1%&2%,14%&0%,-13%&-3%,0%&1%,4%&-2%,-6%&2%,-7%&-3%
O=C(Cc1ccc(NC(=O)N2CCCCc3ccccc32)cc1)NCc1ccccc1,-12%,x,x,x,1%,x,0%,-8%
O=C1Cc2ccccc2C(c2ccc(Br)cc2)N1 (stereo unspecified),-5%,x,7%,-7%,2%,2%,12%,3%
COc1ccc2c(c1)[nH]c1c(=O)n(CCN(C)C)cnc12,-11%,x,3%,-5%,-5%,-18%,-5%,-1%
CC(C)(C)n1cnnc1Sc1ncccc1[N+](=O)[O-],x,x,2%,1%,0%,14%,-9%,0%
COc1ccccc1CNC(=O)CCCCn1c(=O)c2ccccc2n(Cc2c(C)cc(C)cc2C)c1=O,-3%,x,x,x,-9%,x,2%,-1%
Cc1cc(F)ccc1NC(=O)CN(C)S(=O)(=O)c1ccc(C(=O)N2CCOCC2)s1,11%,x,x,x,0%,x,2%,5%
COc1cc(/C=N/NC(=O)CCc2n[nH]c(=O)[nH]c2=O)ccc1O,-5%,4%,4%,-1%,-2%,-6%,-15%,10%
Cc1cc(C)nc(SCc2ccc(C(=O)NN=C3CCCC3)cc2)n1,u,x,1%,-7%,-3%,23%,0%,6%
CS(=O)(=O)N(CC(=O)NCc1ccc2c(c1)OCO2)C1CCCCC1,-4%,-1%,10%,i,1%,-4%,9%,0%
O=C(Nc1ccc(Br)cc1)C1CCN(C(=O)c2ccc(F)cc2)CC1,8%,8%,7%,-1%,-4%,-2%,-2%,-1%
O=S(=O)(NC1CC1)c1ccc(S(=O)(=O)N2CCCC3(CCCCC3)C2)cc1,1%,0%,-11%,-2%,-2%,-3%,-14%,-2%
COc1ccc(C2=C(Nc3ccc(F)cc3)c3ccccc3C2=O)cc1,u,4%,14%,-3%,2%,-2%,-1%,-12%
Cc1ccc(-c2cn3cccnc3n2)cc1NC(=O)Nc1ccc(F)cc1,-24%,x,x,x,1%,x,12%,-15%
COc1cccc(NC(=O)CSCc2cc(=O)c3ccc(C)c(C)c3[nH]2)c1,-2%,x,x,x,-1%,x,2%,-2%
COCCn1c(-c2ccc(-c3ccccc3Cl)o2)nc2c1c(=O)[nH]c(=O)n2CC(C)C,-8%,6%,x,-4%,-5%,-3%,4%,-2%
COc1ccccc1Nc1cc(C)nc2nc(-c3ccccc3)nn12,-10%,x,x,x,-3%,x,-4%,-2%
CC(C)(C)C1CCc2c(sc(NC(=O)c3ccccc3F)c2C(=O)NCc2ccco2)C1 (stereo unspecified),-3%,x,x,x,-2%,x,9%,u
Cc1ccc([N+](=O)[O-])cc1N(CC(=O)N1CCCCC1)S(C)(=O)=O,-4%,0%,8%,-7%,0%,11%,1%,1%
CC(=O)Nc1ccc(C(=O)Nc2ccc(S(=O)(=O)N3CCCC3)cc2)cc1,14%,1%,5%,i,-4%,0%,6%,-6%
Cc1ccc(NC(=O)Nc2nc3ccccc3s2)cc1NC(=O)Nc1nc2ccccc2s1,u,8%,1%,-7%,1%,9%,5%,u
COc1ccc(CC(NC(=O)c2ccccc2)C(=O)NCC(=O)O)cc1 (stereo unspecified),-3%,x,-3%,-2%,3%,-15%,3%,5%
O=C(Nc1ccccc1-c1ccccc1)c1ccc(NC(=O)c2ccco2)cc1,-12%,x,3%,-8%,0%,-6%,-7%,u
CCOc1ccccc1-n1c(=S)sc2c(=O)n(-c3ccc(C)cc3)c(=S)[nH]c21,-7%,x,3%,i,-8%,-2%,-4%,-8%
CCOc1ccccc1/C=C/c1onc(C)c1S(=O)(=O)N1CCC(C(=O)N(CC)CC)CC1,-9%,x,x,x,-9%,x,2%,6%
Cc1ccc(NC(=O)Cn2nc(C)c([N+](=O)[O-])c2C)cc1Cl,-3%,6%,0%,3%,-1%,7%,4%,-11%
COc1ccc(OC)c(NC(=O)c2cn3c4c(ccc(Cl)c4c2=O)OC(C)C3)c1 (stereo unspecified),-2%,x,x,x,5%,x,-4%,5%
O=[N+]([O-])c1cnccc1Nc1ccc(F)cc1,-8%,-20%,4%,i,2%,0%,-10%,1%
O=C(CC(Nc1cccc(Cl)c1Cl)C(=O)O)c1ccccc1 (stereo unspecified),u,1%,-15%,19%,-5%,u,-9%,-13%
CC1CCC2(CC1)NC(=O)N(CC(=O)N1CCc3ccccc3C1)C2=O (stereo unspecified),-3%,12%,-1%,0%,-2%,7%,-1%,4%
CCc1nnc(NC(=O)CSc2nnc(CNc3ccc(OC)cc3)n2CC)s1,-8%,-6%,11%,10%,-6%,-21%,-1%,12%
CC(C(=O)N1CCN(c2ccc([N+](=O)[O-])cc2)CC1)N1C(=O)C2CC=CCC2C1=O (stereo unspecified),u,-6%[11.4 µM],21%,i,-3%,-7%,-7%,-4%
CCOC(=O)C1C(=O)NC(N2CCN(Cc3ccccc3)CC2)=NC1c1ccccc1 (stereo unspecified),-5%,x,13%,-7%,-5%,-1%,1%,1%
Cc1ccc(CNC(=O)Cn2ccn(-c3ccc(F)c(F)c3)c(=O)c2=O)cc1,0%,x,x,x,4%,x,-6%,-8%
C=CCn1c(SCC(=O)c2cc(C)n(CCOC)c2C)nc2sc(C)c(C)c2c1=O,14%,-13%,-22%,0%,2%,-2%,6%,u
CC(C)(C)C1CCc2c(sc(NC(=O)c3ccco3)c2C(=O)Nc2ccccc2Cl)C1 (stereo unspecified),-2%,x,x,x,0%,x,6%,u
CCCN(CCC)C(=O)c1nn(C)c2c1CSc1ccc(C)cc1-2,u,x,x,x,-1%,x,-2%,5%
O=C(/C=C/c1ccccc1Cl)Nn1cnc2ccccc2c1=O,-4%,5%,1%,-2%,-2%,7%,5%,u
O=C(Nc1ncc2c(n1)-c1ccccc1CC2)c1ccc(Cl)cc1,-18%,5%,13%,3%,-1%,u,-3%,2%
COc1cccc(N2C(=O)CSC23C(=O)N(Cc2ccccc2)c2ccccc23)c1 (stereo unspecified),-4%,x,x,x,0%,x,-8%,1%
Cc1ccc(-n2ncc3c(NC4CCCCC4)ncnc32)cc1Cl,-15%,x,x,x,-2%,x,-9%,u
Cc1ccc(NC(=O)C2CCN(S(=O)(=O)c3c(C)noc3/C=C/c3ccco3)CC2)nc1,-1%,1%,6%,35µM*,2%,u,5%,-9%
CN1CCN(CC(=O)Nc2ccc([N+](=O)[O-])cc2Br)CC1,5%,6%[11.4 µM],10%,i,-4%,-6%,-6%,-1%

# Some of the entries so far, with values under each structure.
# Under each structure: Tau ThT inhib | L3MBTL1 inh | GoLoco inh red | RECQ1 helicase | TexasRed fluor | JMJD2E inh | TRb-SRC2 inh | Tau FP inhib
CC1CCC2(CC1)NC(=O)N(CC(=O)N1CCc3ccccc3C1)C2=O (stereo unspecified)
  -3% | 12% | -1% | 0% | -2% | 7% | -1% | 4%
CCc1nnc(NC(=O)CSc2nnc(CNc3ccc(OC)cc3)n2CC)s1
  -8% | -6% | 11% | 10% | -6% | -21% | -1% | 12%

# Next part
SMILES,Tau ThT inhib,L3MBTL1 inh,GoLoco inh red,RECQ1 helicase,TexasRed fluor,JMJD2E inh,TRb-SRC2 inh,Tau FP inhib
CC(C)NC(=O)c1cc2c(-c3ccc(Cl)cc3)nn(C)c2s1,-2%,0%,6%,-9%,-2%,8.9µM*,-1%,-7%
CCc1nc(NCc2ccc3c(c2)OCO3)c2oc3ccccc3c2n1,-20%,0%,9%,-7%,0%,-11%,-1%,-6%
CCc1ccc(CN(C(=O)c2ccc(OC)cc2)C2CCS(=O)(=O)C2)cc1 (stereo unspecified),3%,x,x,x,4%,x,-6%,4%
CCn1c(SCC(=O)NNC(=O)c2ccccc2)nnc1-c1ccncc1,-9%,-3%,4%,-4%,1%,7%,-4%,8%
CN(C)c1ccc(CNC(=O)c2ccc(Cn3c(SCc4ccccc4)nc4cccnc43)cc2)cc1,u,x,x,x,4%,x,8%,10%
Cc1cc(C)nc(/N=C(\NC(=O)C(C)(C)C)Nc2ccccc2)n1,-12%,1%,10%,8%,-1%,-55%,4%,5%
COc1ccc2c(=O)cc(-c3ccccc3)oc2c1O,u,x,13%,i,-5%,-1%,3%,-7%
CCN(CC)S(=O)(=O)c1ccc(C(=O)OCn2nnc3ccccc3c2=O)cc1,3%,-3%[11.4 µM],5%,-7%,-5%,5%,-5%,-7%
Cn1nc(OCC(=O)O)cc1C(F)(F)F,5%,-1%,-14%,-2%,3%,-5%,-5%,-3%
O=C(NCC1CCCO1)C(c1cccs1)N(Cc1cccs1)C(=O)Cn1nnc(-c2cccs2)n1 (stereo unspecified),-12%,-5%,40%[activator],5%,-1%,-6%,2%,-9%
COc1ccccc1-c1cc(C(=O)Nc2cc(Cl)ccc2O)no1,-2%,x,x,x,5%,x,2%,-11%
O=C(NCc1ccccn1)C1CCN(S(=O)(=O)N2CCCC2)CC1,-5%,5%,3%,i,1%,20%,-1%,9%
Cc1cccc(CN2C(=O)c3ccccc3Sc3ccc(C(=O)N4CCCC4)cc32)c1,-15%,x,x,x,-1%,x,-6%,9%
COc1ccc(N2CCN(C(=O)CSc3nc4[nH]ncc4c(=O)n3-c3cccc4ccccc34)CC2)cc1,u,x,-1%,-3%,-1%,-1%,1%,8%

# Some of the compounds tested. The share of hits here may be higher or lower than overall.
